# HIF-2a block – HIF-2a reporter inhibitors, primary screen, luminescence, 786-0 RCC cells; 0.72% of 360,000 active; 786-0 RCC cells HIF-2a reporter, luciferase luminescence, overnight; inhibition, % at 18.8 µM;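 active means inhibition of the luminescence signal of 40% or more relative to plate controls, in a single-dose primary screen at 18.75 µM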
# NR2E3 ag-1 – inhibitors of NR2E3-RetCOR corepressor binding, primary screen, NR2E3 agonist project, biochemical, TR-FRET, GST-NR2E3, biotin-RetCOR; Photoreceptor-specific nuclear receptor (Homo sapiens), Q9Y5X4; 1536-well; inhibition of corepressor binding, % at 4.78 µM; 0.12% of 320,000 active; AID 2300, 2010;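 active means percent inhibition above the cutoff of mean plus 3 SD of all tested compounds, set per screening campaign, cut at about 20% in these data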;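 further: 0% = DMSO wells and 100% = biotin wells as full block of FRET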
# Target sequence (Q9Y5X4 whole entry, looked up): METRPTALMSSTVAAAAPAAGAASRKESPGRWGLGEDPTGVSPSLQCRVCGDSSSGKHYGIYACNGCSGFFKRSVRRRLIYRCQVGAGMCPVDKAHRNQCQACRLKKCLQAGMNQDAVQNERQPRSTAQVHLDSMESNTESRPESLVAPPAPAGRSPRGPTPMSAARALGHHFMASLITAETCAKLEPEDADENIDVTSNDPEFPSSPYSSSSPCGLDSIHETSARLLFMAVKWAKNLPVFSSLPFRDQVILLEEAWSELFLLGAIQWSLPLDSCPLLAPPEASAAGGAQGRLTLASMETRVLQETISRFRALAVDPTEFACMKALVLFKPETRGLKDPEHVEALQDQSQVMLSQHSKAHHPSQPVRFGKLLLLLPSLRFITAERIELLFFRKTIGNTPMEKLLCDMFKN
#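 Assay system: NR2E3–RetCOR corepressor complex. Quantity: 1.35 nM GST-NR2E3. Buffer or medium: pH 7.5 Tris-based buffer. Reagent: biotinylated RetCOR corepressor at 7 nM final. Schedule: 5 h at 4 °C. Detection: TR-FRET, emission read at 617 and 671 nm. Replicates: one well per compound, singlicate testing.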
# PDI turbidity – inhibitors of human PDI, primary screen, biochemical, turbidity, single point, plate reader; AID 588391, 2011; PDI insulin aggregation turbidity, A650, 90 min; inhibition, % at 10 µM; Protein disulfide-isomerase (Homo sapiens), P07237; 0.052% of 350,000 active;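 active means mean inhibition across replicates of 30% or more, whatever share of single replicates reach that level; inconclusive means mean inhibition below 30% while every single replicate reaches 30%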;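 further: absorbance from insulin aggregation driven by PDI reduction with DTT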
# Target sequence (P07237 whole entry, looked up): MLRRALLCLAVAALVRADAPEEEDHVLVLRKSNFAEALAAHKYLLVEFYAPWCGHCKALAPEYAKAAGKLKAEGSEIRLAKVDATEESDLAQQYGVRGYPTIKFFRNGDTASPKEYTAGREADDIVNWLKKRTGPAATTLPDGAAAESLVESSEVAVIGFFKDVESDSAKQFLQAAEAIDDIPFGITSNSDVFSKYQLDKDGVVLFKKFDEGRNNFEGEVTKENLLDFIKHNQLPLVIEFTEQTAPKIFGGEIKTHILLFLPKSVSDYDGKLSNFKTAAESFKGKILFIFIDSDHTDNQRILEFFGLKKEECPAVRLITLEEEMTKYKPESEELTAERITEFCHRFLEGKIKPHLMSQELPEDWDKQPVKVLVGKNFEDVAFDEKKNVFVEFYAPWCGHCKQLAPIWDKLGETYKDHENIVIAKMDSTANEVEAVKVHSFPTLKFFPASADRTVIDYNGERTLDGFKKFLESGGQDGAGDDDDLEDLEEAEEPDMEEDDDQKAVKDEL
# Shn3 3UTR inh – reduction of Shn3 3'UTR firefly luciferase signal, primary screen, Schnurri-3 inhibitor project, cell-based, Clone20 osteoblasts, set 2. Clone20 osteoblast Shn3 3'UTR firefly luciferase, 24 h. inhibition, % at 12.5 µM. 0.52% of 360,000 active. AID 588674, 2011;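 active means mean inhibition of at least 75% with every replicate also reaching 75%; inconclusive means mean inhibition at least 75% but some replicate below; inactive means mean inhibition below 75%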;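 further: 0% = median of neutral control wells and 100% = pilot-screen positive control compound; some compounds past the cut are filed as inactive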
# KKLEB tox – cytotoxicity in KKLEB CF airway cells, primary screen, cytotoxicity control for CF NF-kB inhibitor project, cell-based, uHTS, fluorescence assay plates; KKLEB CF airway cells viability, ATPlite luminescence, overnight; active compounds read low; cells stimulated with P. aeruginosa culture filtrate; activity change (cytotoxicity), % at 5 µM; 0.36% of 360,000 active;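 active means corrected activity change at or below -50% at 5 µM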
# NR2E3 ag-2 – NR2E3 agonists in two-hybrid cells, primary screen, cell-based, luminescence, CHO-S, Gal4-NCOR/VP16-NR2E3 | 0.35% of 360,000 active | AID 602229, 2012 | luciferase | Photoreceptor-specific nuclear receptor (Homo sapiens), Q9Y5X4 | inhibition of corepressor binding, % at 3.98 µM;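 active means inhibition above the mean of all tested compounds plus 3 SD, cut at about 70% in these data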;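 further: 0% = DMSO with NR2E3 transfected cells and 100% = cells lacking NR2E3 construct; higher means lower luciferase signal from less NR2E3 corepressor binding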
# Vif inh – HIV Vif self-association inhibitors, primary screen, imaging, HEK293T, single point; HEK293T cells, Vif self-association by quenched fluorescence, 24 h; inhibition, % at 7.49 µM; 0.35% of 340,000 active; AID 602346, 2012; in the data active means inhibition above about 50%, passing the limit was not always enough; inconclusive means no clear call, values can overlap the other calls; inactive means below about 31%; further: some results filed as inactive read as strong as hits
# CF NFkB inh – inhibitors of PAF-induced NF-kB signaling, primary screen, cell-based, GFP fluorescence, uHTS; inhibition, % at 5 µM; AID 588850, 2011; 0.86% of 360,000 active; KKLEB NF-kB-GFP reporter, GFP fluorescence overnight;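 active means at least 50% inhibition at 5 µM, scaled per plate between neutral and stimulator controls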;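 further: PAF is a Pseudomonas aeruginosa culture filtrate used as stimulus; plate controls were PAF-stimulated DMSO wells for no effect and unstimulated DMSO wells for full effect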
# Peg3 prom inh – Peg3 promoter-driven luciferase inhibitors, primary screen, cell-based, HeLa, luciferase luminescence. AID 588405, 2011. inhibition, % at 20 µM. HeLa PEG-Prom luciferase reporter, overnight. 1.7% of 360,000 active;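 active means inhibition of at least 50% at 20 µM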
# MITF TRPM1 inh – inhibitors of MITF-dependent TRPM1 promoter reporter, primary screen, cell-based, SK-MEL-5, single point, luciferase; SK-MEL-5 TRPM1 promoter luciferase, 24 h; inhibition, % at 12.5 µM; 0.83% of 330,000 active; AID 488899, 2010;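 active means mean inhibition across replicates of 60% or more, whatever share of single replicates reaches that level; inconclusive means some that reach 60%, reason not given; inactive means mean inhibition across replicates below 60%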; further: values of inactives mirror those of a sister screen read the other way
# CaV13 FRET inh – Primary screen for inhibitors of IQ motif and Ca2+-dependent inactivation inhibitor domain binding in CACNA1D, Förster resonance energy transfer in living cells, …; HEK cells, CFP/YFP FRET ICDI-IQ, plate reader, 10 min; percent FRET-ratio fall versus neutral wells; 0.098% of 340,000 active; inhibition, % at 12.3 µM; AID 743397;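 active means mean replicate inhibition of at least 30% and at least 1% of replicates passing that level; inconclusive means only one of the two criteria is met; inactive means neither criterion is met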;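 further: 0% = median of the neutral control wells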
# Numbers without * were called inactive; ? = inconclusive; . = not tested or not shown.
1) CC(C)(C)S(=O)N1Cc2cc(CO)cc(CCO)c2[C@H]1CCO (some centres not stated)
2) COc1ccc([N+](=O)[O-])cc1NS(=O)(=O)c1cccc(C(=O)O)c1
3) COc1ccc(/C=C(\C#N)C(=O)Nc2ccccn2)cc1
4) CCOC(=O)N1CCN(C(c2ccc(F)cc2)c2sc3nc(C)nn3c2O)CC1 (configuration not stated)
5) CCC(C)(C(=O)Nc1ccccc1C)N(C(=O)CNC(C)=O)c1ccc(C)cc1 (configuration not stated)
6) CC1CC(C)CN(CC(=O)NC(c2ccccc2)c2ccccc2)C1 (configuration not stated)
7) CCCCCCn1c(CN2CCN(Cc3ccccc3)CC2)nc2c1c(=O)n(C)c(=O)n2C
8) Cc1nn(Cc2n[nH]c(=S)n2Cc2ccccc2)c(C)c1Cl

compound no.	1	2	3	4	5	6	7	8
CF NFkB inh	-26	1	9	-17	5	6	-15	-6
Peg3 prom inh	-2	5	-80	-3	2	22	15	10
NR2E3 ag-2	-18	-7	-8	-17	-22	11	-9	28
HIF-2a block	7	18	-153	5	9	18	2	24
KKLEB tox	23	3	-9	11	2	1	1	1
Vif inh	.	5	-8	-4	0	15	0	13
NR2E3 ag-1	.	-2	-2	4	-4	2	-2	0
MITF TRPM1 inh	8	2	-12	-1	0	-16	-4	6
PDI turbidity	-4	0	3	.	1	7	-1	-6
Shn3 3UTR inh	4	.	1	-11	-4	10	24	11
CaV13 FRET inh	-10	-1	-2	3	-6	4	-5	.

9) COc1ccccc1C(=O)NCC(=O)OCC(=O)Nc1cccc(S(=O)(=O)N2CCCCCC2)c1
10) COc1ccccc1CNC(=O)c1ccc(Cl)c(S(=O)(=O)N2CCCC2)c1
11) COCCNC(=O)CC(=O)N/N=C/c1ccc(C(=O)OC)cc1
12) CC(=O)N1c2ccc(S(=O)(=O)N3CCCC(C(=O)NCc4ccccc4Cl)C3)cc2CC1C (configuration not stated)
13) CCOC(=O)c1sc2ncnc(N3CCN(C)CC3)c2c1C
14) C=CCn1c2ccccc2c2nnc(SC(CC)C(=O)Nc3nc(C)c(C(=O)OCC)s3)nc21 (configuration not stated)
15) CCOC(=O)c1sc(Nc2nc(C)cc(OC)n2)nc1C
16) COc1ccc2cc(C(=O)C3CCCN(C(=O)c4cnn(C(C)C)c4)C3)ccc2c1 (configuration not stated)

compound no.	9	10	11	12	13	14	15	16
CF NFkB inh	-18	-25	6	5	-5	0	-23	17
Peg3 prom inh	13	12	7	23	-4	15	8	-14
NR2E3 ag-2	4	6	-22	2	9	12	7	-15
HIF-2a block	16	-4	5	12	-21	17	-6	-19
KKLEB tox	17	1	-3	-2	1	-9	1	-11
Vif inh	-2	16	0	4	2	11	-8	-8
NR2E3 ag-1	0	.	2	1	-1	0	-3	0
MITF TRPM1 inh	5	14	-5	16	-17	0	23	-5
PDI turbidity	-9	-1	5	10	14	7	1	-8
Shn3 3UTR inh	1	17	-3	35	0	25	9	2
CaV13 FRET inh	-1	-5	-20	-6	-2	-5	-2	-7

17) CCOC(=O)c1c(C=O)c2sc(C)cc2n1C
18) COc1cc(OC)c2cc(C(=O)N/N=C/c3cccc(OC)c3O)[nH]c2c1
19) C#CCCOC(=O)N1C2=NC(C(=O)OC)=C(C(=O)OC)[C@@H]3N(Cc4ccccc4)c4ccccc4[C@]23C[C@H]1C(=O)OC
20) O=C1OCCN1C(=O)[C@H]1[C@H](c2ccc(Cl)cc2)C(c2ccccc2)=NN1c1ccccc1
21) O=C(Nc1nccs1)c1ccc(-c2ccccc2[N+](=O)[O-])o1
22) Cc1cccc(NC(=O)c2cc(S(=O)(=O)NCc3ccco3)ccc2F)c1C
23) Clc1ccc(Sc2oc(/C=N/n3cnnc3)cc2Br)cc1
24) C=CCN1C(=O)c2ccc(C(=O)OCC(=O)N(CC)c3c(N)n(Cc4ccccc4)c(=O)[nH]c3=O)cc2C1=O

compound no.	17	18	19	20	21	22	23	24
CF NFkB inh	-2	8	16	-7	0	-15	5	-4
Peg3 prom inh	-32	57*	8	16	-269	18	-7	-2
NR2E3 ag-2	-18	0	-28	-12	-109	16	12	-10
HIF-2a block	-69	-24	7	-5	-259	-10	12	7
KKLEB tox	5	-17	3	3	-10	-8	-6	16
Vif inh	1	-9	-2	-4	-6	6	-8	-6
NR2E3 ag-1	-1	0	2	.	4	3	-2	.
MITF TRPM1 inh	-25	54	1	4	-76	-10	3	2
PDI turbidity	-9	3	9	-3	?	5	-4	19
Shn3 3UTR inh	-7	96*	-18	-8	-116	14	-2	-7
CaV13 FRET inh	-6	-5	.	-8	-5	-5	-5	-6

25) Cc1ccc2c(c1)c(N=Nc1ccc([N+](=O)[O-])cc1)c(O)n2C
26) COc1ccc([C@H]2CC(=O)C=C(c3ccc4c(c3)sc3ccccc34)C2)cc1
27) CC(C)(C)C(=O)NC1=NCCS1
28) Cc1ccc(-n2c(C(C)C)nc3oc4ccccc4c(=O)c3c2=O)cc1
29) O=C(O)CCCN1C(=O)c2cccc3cccc(c23)C1=O
30) COc1ccc(-n2c(C)cc(SC)c(C(C)=O)c2=S)cc1
31) O=C1NC(=Nc2ccccc2)c2c1cccc2[N+](=O)[O-]
32) O=C(CCCOc1ccc(Cl)cc1Cl)N/N=C\C1CCCCC1

compound no.	25	26	27	28	29	30	31	32
CF NFkB inh	-32	20	-1	-15	12	-5	10	-18
Peg3 prom inh	9	21	9	-280	10	15	-27	7
NR2E3 ag-2	-9	4	-1	-159	-9	-26	-13	-23
HIF-2a block	11	7	4	-287	24	15	-15	14
KKLEB tox	-2	-15	-18	4	3	6	-9	6
Vif inh	3	1	-2	-3	-4	-4	-10	0
NR2E3 ag-1	6	4	1	-3	0	-3	-6	2
MITF TRPM1 inh	27	13	6	-48	-2	3	13	1
PDI turbidity	1	-5	3	6	-2	4	5	-9
Shn3 3UTR inh	3	-14	-2	-129	2	-7	-13	-25
CaV13 FRET inh	-21	-11	-3	-5	-19	-4	-5	-8

33) Cc1c(C(=O)NCc2ccccc2CN2CCCC2)oc2ccc(F)cc12
34) Cc1nn(-c2ccccc2)c2c1C1(C(=O)Nc3ccccc31)N1C(=N2)Sc2ccccc21 (configuration not stated)
35) CCN1CC(CN(C)Cc2nc(Cc3ccccc3)no2)CC1=O (configuration not stated)
36) CC(=O)c1ccc(N2Cc3ccccc3C3(CCOCC3)C2=N)cc1
37) CCN(CC)C(=O)Cn1cc(S(=O)(=O)CC(=O)Nc2ccccc2F)c2ccccc21
38) Cc1ccc(S(=O)(=O)N2CCN(c3ccccc3)CC2)cc1C
39) CNC(=O)/C(=C\C=C\c1ccccc1)NC(=O)c1ccc([N+](=O)[O-])cc1
40) Cc1onc(-c2c(F)cccc2Cl)c1C(=O)NCc1ccco1

compound no.	33	34	35	36	37	38	39	40
CF NFkB inh	28	-28	-5	-7	12	10	0	-6
Peg3 prom inh	34	18	-7	-11	13	29	4	24
NR2E3 ag-2	-5	6	-15	-1	-24	21	17	-8
HIF-2a block	6	15	4	-30	5	12	-8	14
KKLEB tox	-5	12	0	10	-2	2	-32	2
Vif inh	1	-6	-2	-5	-1	-7	0	9
NR2E3 ag-1	0	5	3	-3	-4	1	-3	0
MITF TRPM1 inh	-28	5	0	-13	-3	1	-1	2
PDI turbidity	-3	27	1	-1	-2	-7	4	-3
Shn3 3UTR inh	9	15	1	.	-6	12	-60	0
CaV13 FRET inh	-3	.	-6	-5	.	-2	-10	.

41) COc1ccc(S(=O)(=O)Nc2ccc(S(=O)(=O)N3CCCCC3)cc2)cc1
42) CC(=O)Nc1ccc(NC(=O)C(C)OC(=O)c2ccccc2Sc2ccccc2C#N)cc1 (configuration not stated)
43) O=C(Cc1cccc(NC(=O)C2CCN(C(=O)C3CCCC3)CC2)c1)Nc1cccc(C(=O)N2CCOCC2)c1
44) O=[N+]([O-])c1ccc(-c2c[nH]c(=S)[nH]2)cc1
45) COc1cccc(/C=C2\SC(=S)N(CCCC(=O)Nc3cccc(C(=O)O)c3)C2=O)c1
46) CNC(=S)NNC(=O)c1cccn(Cc2ccc(Cl)c(Cl)c2)c1=O
47) CC(C)Oc1ccc(CN2CCC2(C)C(=O)Nc2cccc(Oc3ccccc3)c2)cc1 (configuration not stated)
48) On1ccccc1=S

compound no.	41	42	43	44	45	46	47	48
CF NFkB inh	0	-16	6	-27	-22	1	26	-9
Peg3 prom inh	-4	-1	-6	-23	-3	5	3	100*
NR2E3 ag-2	-20	-1	-25	-25	68	-1	-17	101*
HIF-2a block	1	5	10	-30	26	17	18	11
KKLEB tox	-8	-5	2	-2	5	3	-12	1
Vif inh	11	9	6	3	-7	5	-1	-8
NR2E3 ag-1	1	1	.	-5	.	-1	.	4
MITF TRPM1 inh	-6	-12	-3	-6	.	-1	.	75*
PDI turbidity	6	18	-5	1	3	6	7	8
Shn3 3UTR inh	8	-8	-3	5	0	12	3	83
CaV13 FRET inh	-5	-5	-11	-2	.	-4	-5	-5

# Source: PubChem (several laboratories)

# Hits appear at their usual frequency, and some 3.3% of all compounds hit somewhere here.
